# Source: PubChem
# HDAC3 inhib: inhibitors of human histone deacetylase 3 | inhibition, % at 8.3 µM | hit rate 0.15% among 320,000 | O15379 | recombinant HDAC3, fluorogenic peptide/trypsin coupled, fluorescence; in the data active = inhibition above about 26%, passing the limit was not always enough; inconclusive = no clear call, values can overlap the other calls
# DYRK1A inh: blocks rat Dyrk1A kinase activity; Q63470; ADP-Glo luminescence, NFATc1 peptide; inhibition, % at 12.5 µM; hit rate 0.43% among 310,000; in the data active = inhibition above about 50%;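 note: plate controls were vehicle with enzyme for no effect and no enzyme for full effect; many of its hits are not listed in these tables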
# AI-2 QS modul: modulates the Vibrio harveyi AI-2 quorum sensing system; AID 2094; hit rate 0.4% among 300,000; Vibrio harveyi JMH597 AI-2 luminescence/OD600 ratio, 9 h; stronger effect = lower value; strain lacks LuxN and CqsS sensors; 0 = neutral-control median; activity change, % at 7.5 µM; in the data active = activity change below about -75%, passing the limit was not always enough; inconclusive = no clear call, values can overlap the other calls;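 note: luminescence divided by OD600 gain over 9 h not by final OD600 alone; inactives centre near 13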
# Platelet DG rel: platelet dense granule release activity; AID 1663; human platelet-rich plasma, SFLLRN dense granule ATP release, luminescence; hit rate 0.22% among 300,000; inhibition, %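 (compounds screened at 7.5 µM in platelet-rich plasma)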;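 active = mean replicate score, as percent of positive control, at or above 50; inconclusive = mean below 50 but at least one replicate at or above 50; inactive = mean and every replicate below 50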
# HSF-1 act: increases HSF-1 driven luciferase reporter signal. activation, % at 9 µM. hit rate 1.7% among 300,000. NIH3T3-HGL HSF-1 luciferase reporter, MG132, 8 h; 100% = twice DMSO control signal;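 active = mean replicate activation of at least 50% with a set share of replicates each reaching 50%; inconclusive = only one of those two conditions met; inactive = mean below 50% and too few replicates reaching it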;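 note: 0% = median of the neutral control wells and 100% = twice that signal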
# HSF1 inhib: HSF1 inhibition; NIH3T3-HGL HSE-luciferase, MG132-induced, luminescence 8 h; stronger effect = lower value; activity change, negative = inhibition, % at 7.5 µM (by protocol); hit rate 0.77% among 300,000;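 active = more than half of replicate wells show activity change below -50%, luminescence cut by over half; inconclusive = some wells, but at most half, below -50%; inactive = no replicate well below -50%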;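 note: luciferase reports HSF-1 transcriptional activity via heat shock element; 0% = median of DMSO wells and -100% = zero luminescence signal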
# HSP90 inh: inhibitors of HSP90 luciferase refolding in rabbit reticulocyte lysate; AID 1789; hit rate 0.91% among 290,000; luciferase refolding luminescence, 3 h; inhibition, % at 5.6 µM;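 active = inhibition above the screen-wide mean plus 3 SD, computed separately per campaign, cut at about 16% in these data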;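 note: 0% = DMSO wells and 100% = 60 µM geldanamycin wells; inhibitors lower the luminescence because luciferase stays unfolded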
# GSK3A inh: human GSK-3 alpha kinase inhibition; P49840; ADP-Glo luminescence, 60 min; inhibition, % at 10 µM; hit rate 0.1% among 320,000;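 in the data active = inhibition above about 50%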;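 note: GST-tagged GSK-3 alpha with peptide substrate and 25 µM ATP; 0% = DMSO neutral wells and 100% = GW8510 positive control wells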
# Target sequence (P49840 whole entry, looked up): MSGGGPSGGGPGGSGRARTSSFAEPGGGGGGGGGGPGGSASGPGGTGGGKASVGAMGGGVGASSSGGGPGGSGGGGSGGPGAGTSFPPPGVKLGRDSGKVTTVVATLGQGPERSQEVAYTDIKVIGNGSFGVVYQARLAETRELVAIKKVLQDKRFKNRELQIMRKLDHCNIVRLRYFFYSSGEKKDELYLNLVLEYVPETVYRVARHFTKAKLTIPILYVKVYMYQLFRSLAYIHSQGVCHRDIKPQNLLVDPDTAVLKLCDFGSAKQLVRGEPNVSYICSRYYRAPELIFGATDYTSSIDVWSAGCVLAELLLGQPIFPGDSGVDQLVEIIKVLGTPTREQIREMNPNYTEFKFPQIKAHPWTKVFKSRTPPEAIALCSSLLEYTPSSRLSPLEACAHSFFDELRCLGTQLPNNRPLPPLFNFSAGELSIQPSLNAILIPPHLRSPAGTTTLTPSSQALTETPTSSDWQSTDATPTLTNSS
# GSK3B inh: blocks human GSK3beta kinase activity. GST-GSK3beta kinase, ADP-Glo luminescence, 60 min; stronger effect = lower value. activity score (negative = inhibition), % at 10 µM. AID 2097. hit rate 0.038% among 300,000. P49841;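 active = more than half of replicate wells score below -50%, meaning over 50% inhibition versus plate controls; inconclusive = some replicates but at most half score below -50%; inactive = no replicate scores below -50%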;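 note: 0% = median DMSO wells and -100% = median GW8510 positive control wells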
# Target sequence (P49841 whole entry, looked up): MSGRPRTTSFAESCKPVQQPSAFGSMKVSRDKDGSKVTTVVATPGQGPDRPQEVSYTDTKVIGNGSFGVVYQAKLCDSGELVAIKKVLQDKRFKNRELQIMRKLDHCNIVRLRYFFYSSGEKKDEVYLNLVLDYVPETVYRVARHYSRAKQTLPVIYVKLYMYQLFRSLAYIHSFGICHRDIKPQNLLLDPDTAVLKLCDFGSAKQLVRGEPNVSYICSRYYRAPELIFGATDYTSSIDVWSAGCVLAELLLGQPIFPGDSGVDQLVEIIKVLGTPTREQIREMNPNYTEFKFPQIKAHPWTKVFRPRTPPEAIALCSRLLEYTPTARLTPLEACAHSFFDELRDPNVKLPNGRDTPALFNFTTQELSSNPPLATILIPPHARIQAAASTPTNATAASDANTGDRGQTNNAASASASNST
#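 Assay system: GST-fused GSK3beta enzyme, cell-free / Medium: Tris pH 7.5 buffer with MgCl2, DTT, BSA, heparin / Also added: peptide substrate plus 25 µM ATP (final) / Compound: 10 µM single point / Timing: kinase reaction with compound 60 min at room temperature / Detection: ADP-Glo luminescence / Benchmarks: DMSO neutral wells and GW8510 at 20 µM as positive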
# PolyA inhibitor: inhibitors of polyadenylation in S. cerevisiae; calls only at 12 µM; S. cerevisiae SKY197-pL101 polyadenylation reporter, beta-gal luminescence; efflux-impaired pdr1/pdr3 knockout yeast; score 100 = 6 SD above DMSO; AID 1875; hit rate 0.02% among 300,000;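 active = lowest replicate activity score at least 50, where 100 means six control SD above control mean; inconclusive = lowest score under 50 but half or more replicates reach 50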;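 note: yeast exposed to compound for 9 h at 30 °C; higher score means more reporter readthrough which indicates perturbed polyadenylation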
# An asterisk follows results filed as active; i = inactive; ? = inconclusive; . = no result given.
SMILES,HDAC3 inhib,DYRK1A inh,AI-2 QS modul,Platelet DG rel,HSF-1 act,HSF1 inhib,HSP90 inh,GSK3A inh,GSK3B inh,PolyA inhibitor
N#CCC(=O)Nc1ccc(C(=O)OCc2ccccc2Oc2ccccc2)cc1,1,-1,27,-5,-1,-3,0,-1,3,i
COc1cc(C(C(=O)NC2CCCCC2)N(C(=O)c2cnccn2)c2ccccc2)cc(OC)c1OC (stereo not drawn),.,-4,17,3,2,-1,0,.,2,i
C/C(CC(=O)NC1CCCC1)=N\NC(=O)Cc1cccs1,-5,3,17,0,5,-1,-1,1,5,i
CC1CCCN(C/C(O)=C(\C#N)c2nc3ccccc3[nH]2)C1 (stereo not drawn),1,-6,17,-44,-18,3,-4,2,1,i
N#C/C(=C/c1ccco1)C(N)=S,.,-6,11,3,-37,-35,-2,1,1,i
CCOC(=O)c1sc(=NC(=O)c2ccc(S(=O)(=O)N3CC(C)OC(C)C3)cc2)n(C)c1C (stereo not drawn),-3,-2,32,-3,-6,-2,1,-3,5,i
CN1/C(=C\C(=O)COC(=O)c2ccccc2O)C(C)(C)c2ccccc21,2,-4,39,12,-6,-1,-2,0,0,i
Cc1ccnc(NC(=O)c2cccc(S(=O)(=O)N3CCCC3)c2)c1,-3,2,26,4,21,5,-2,1,1,i
COc1cc(NC(=O)CN2C(=O)c3ccccc3Sc3ccc(C(=O)N4CCOCC4)cc32)cc(OC)c1OC,-6,-4,37,3,-36,-12,1,0,3,i
COC(=O)c1cn(-c2nc(C)c3c(n2)CCC3)nn1,5,.,32,0,7,-4,4,-2,2,i
Cc1ccc(N(CC(=O)NC2CCCCC2)C(=O)CNC(=O)c2ccco2)cc1F,0,1,21,-5,-3,-3,-3,-2,3,i
CCOc1ccc(S(=O)(=O)N/N=C2/CC(c3ccccc3)Oc3ccccc32)cc1 (stereo not drawn),-2,3,4,-3,12,8,3,-1,5,i
COc1cccc(C(=O)COc2ccccc2-c2ccccc2)c1,5,2,12,-2,10,0,-1,0,2,i
CCCCN(CC)S(=O)(=O)c1ccc2c(c1)n(C)c(=O)c(=O)n2C,-2,-4,7,0,7,4,-1,-5,0,i
O=C(COc1ccc(Cl)cc1Cl)NC(=S)Nc1ccccc1C(=O)O,-7,.,45,0,19,7,4,-2,-5,i

# The closing 6 records of the section before open the next one:
SMILES,HDAC3 inhib,DYRK1A inh,AI-2 QS modul,Platelet DG rel,HSF-1 act,HSF1 inhib,HSP90 inh,GSK3A inh,GSK3B inh,PolyA inhibitor
COC(=O)c1cn(-c2nc(C)c3c(n2)CCC3)nn1,5,.,32,0,7,-4,4,-2,2,i
Cc1ccc(N(CC(=O)NC2CCCCC2)C(=O)CNC(=O)c2ccco2)cc1F,0,1,21,-5,-3,-3,-3,-2,3,i
CCOc1ccc(S(=O)(=O)N/N=C2/CC(c3ccccc3)Oc3ccccc32)cc1 (stereo not drawn),-2,3,4,-3,12,8,3,-1,5,i
COc1cccc(C(=O)COc2ccccc2-c2ccccc2)c1,5,2,12,-2,10,0,-1,0,2,i
CCCCN(CC)S(=O)(=O)c1ccc2c(c1)n(C)c(=O)c(=O)n2C,-2,-4,7,0,7,4,-1,-5,0,i
O=C(COc1ccc(Cl)cc1Cl)NC(=S)Nc1ccccc1C(=O)O,-7,.,45,0,19,7,4,-2,-5,i
O=C(/C=C/NNC(=O)c1ccc(Br)cc1)c1ccccc1,1,-7,1,-4,15,-2,2,18,-7,i
COC(=O)c1c(N(S(C)(=O)=O)S(C)(=O)=O)sc2c1CCN(c1ncc(C(F)(F)F)cc1Cl)C2,-1,5,24,-2,14,7,0,-2,1,i
COc1ccc(OCCN2C(=O)c3ccccc3C2=O)c([N+](=O)[O-])c1,4,-2,25,5,13,11,2,-2,2,i
COCCn1c(SCC(=O)NCCc2ccccc2)nc2c([nH]c3ccccc32)c1=O,6,.,-9,11,-20,-7,-3,1,2,i
Cc1ccc(COc2coc(CN3CCN(C(=O)c4ccco4)CC3)cc2=O)cc1,-1,11,23,3,11,1,.,1,0,i
Cn1nc(C(=O)N2CCN(c3cccc(Cl)c3)CC2)c2c1-c1ccccc1S(=O)(=O)C2,-3,.,13,0,0,0,0,0,2,i
O=C(O)Cc1sc(-c2ccccc2)nc1-c1cccs1,-3,.,18,-4,4,2,-2,-4,2,i
CC(C)CN(Cc1cc(=O)oc2cc3c(cc12)CCCC3)CC(C)C,-7,1,21,7,-10,-3,3,-1,3,i
CNc1nc(-c2ccc3c(c2)CCN3C(=O)c2ccccc2C)cs1,8,0,19,5,4,-8,4,-1,3,i
O=C(CSc1ncccc1-c1nc2ccccc2[nH]1)NCc1ccco1,-13,-7,37,1,-22,-8,1,5,-4,i
CC(C)c1nnc(NC(=O)CCC(=O)N2CCN(c3ccc(Cl)cc3)CC2)s1,12,-2,2,-2,15,2,-1,-8,-2,i
CC(C)(C)NC(=O)CSc1nnc(-c2ccncc2)n1Cc1ccccc1,3,1,26,1,15,3,2,-1,1,.
CCOC(CCNC(=O)c1cn(CCOC)c(=O)c2c1c1ccccc1n2C)OCC,0,-2,10,13,6,3,2,-2,2,i
COCCN(CCOC)C(=O)CC(=O)N(CCOC)CCOC,-9,-1,23,-2,-4,0,-1,-1,3,i
O=C(c1ccc(F)cc1)N1CCCN(c2nc(-c3ccccc3)ns2)CC1,-1,7,32,-7,6,1,-5,2,2,i
Cc1cc(C)n2nc(C)c(-c3ccc(Cl)cc3)c2n1,14,-2,15,2,21,0,3,-4,1,i
CCOC(=O)C1(CCOC)CCN(C2C3CC4CC(C3)CC2C4)CC1 (stereo not drawn),6,-5,12,0,-7,-5,0,0,2,i
COC(=O)c1ccccc1NC(=O)Cc1nc(-c2ccccc2)sc1-c1ccc(C)cc1,-1,-5,-9,2,27,0,-1,-4,0,i
Cc1ccc(S(=O)(=O)N2CCN(C(=O)COC(=O)CNC(=O)c3ccc(Cl)cc3Cl)CC2)cc1,0,3,-2,-5,7,-2,.,-3,3,i
Cc1nc(NC(=O)COC(=O)c2ccc(S(=O)(=O)N3CCc4ccccc4C3)cc2)c(Cl)cc1Cl,-8,-3,18,6,.,.,0,-1,1,i
COCCN(C(=O)CCc1ccccc1OC)c1nnc(-c2cccnc2)s1,1,-37,2,-2,14,-10,5,-4,-2,i
CCn1c(=O)c2cc(C(=O)N(C)c3cc(C)ccc3OC)sc2c2ccccc21,-8,16,13,-1,15,8,2,-2,-2,i
O=C(CSC1=NS(=O)(=O)c2cc(Cl)ccc2N1)NCc1ccc(F)cc1,11,-8,36,-3,3,2,.,-4,1,i
CCc1nc(SCC(=O)NCc2ccc(F)cc2)c2c(=O)n(C)c(=O)n(C)c2n1,-5,1,25,0,5,-1,-1,-1,2,i
Clc1ccc(C2CC(c3cccs3)n3ncnc3N2)c(Cl)c1 (stereo not drawn),8,61*,10,5,-1,-2,7,1,5,i
CCn1ccnc1CNC(=O)c1ccc(OC2CCN(C(=O)COC)CC2)cc1,.,1,22,-5,-6,-4,-1,.,-2,i
Cc1cc(C)c(NC(=O)CCCN2CCOCC2)c(C)c1,-4,2,17,7,-7,-7,-1,-3,2,i
O=C(Nc1ccccc1-c1nnc(SCc2ccccc2Cl)o1)c1ccccc1,6,2,33,1,-21,4,-1,-2,-2,i
Cc1cc(C)c2[nH]c(=O)c(CN(Cc3ccco3)C(=S)NCC3CCCO3)cc2c1 (stereo not drawn),-10,-3,-11,-11,70*,41,4,-4,-3,i
O=C(Nc1ncccn1)c1cccc(F)c1,-5,.,37,-2,7,1,0,-2,2,i
CCOc1ccc2[nH]c(SCC(=O)OC)c([N+](=O)[O-])c2c1,0,-1,4,-28,14,-3,5,-2,3,i
O=C(CCC(=O)NCc1ccccc1)NCc1ccccc1,-3,-3,8,-6,6,-8,0,-1,-2,i
COc1ccc(-c2csc(NC(=O)CN3C(=O)CCC3=O)n2)cc1OC,0,-1,8,-2,11,-4,-4,-2,2,i
O=C(CN1CCN(c2ccc(F)cc2)CC1)Nc1ccccc1[N+](=O)[O-],-5,.,15,-4,10,-5,-1,-2,7,i
COc1ccc(NC(C)=O)c2nc(C)c(C)nc12,-3,2,4,2,-12,-5,6,4,-1,i
CN(C)N=C1c2cc(S(=O)(=O)N(C)C)ccc2-c2ccc(S(=O)(=O)N(C)C)cc21,?,-3,9,-8,3,-4,-2,0,0,i
CN(C)c1nc(C(N)=O)nc(N2CCOCC2)n1,7,8,-1,1,47,4,1,0,1,i
O=C(NCCc1ccccn1)/C(=C/c1ccco1)NC(=O)c1ccccc1,4,-3,16,-5,-4,3,-4,-4,-2,i
Cc1ccc(-c2nn3c(C)nnc3s2)cc1NC(=O)c1ccc(OC(C)C)cc1,4,11,53,0,-51,-41,2,.,1,i
CC(=O)c1ccc(OC(C)C)c(Cc2c(O)nc(N)[nH]c2=O)c1,-12,-3,16,4,-2,3,-2,-1,-3,i
CC(=O)c1cccc(NC(=O)CNC(=O)c2sc3ccccc3c2Cl)c1,-2,13,13,.,-20,-1,.,-1,-1,i
COCCCn1cc(C(=O)c2cc(Br)ccc2O)cc(C#N)c1=O,9,-7,64,-2,4,-5,2,-4,1,i
CC(C)C(NC(=O)c1c(F)cccc1F)C(=O)NCC(c1ccccc1)N(C)C (stereo not drawn),10,1,22,-1,0,-2,3,0,2,i
CCOC(=O)/C(=C/c1c[nH]c2ccccc12)NC(C)=O,4,.,-1,1,44,1,0,1,2,i

# Single records, as listed above. Screens in order: HDAC3 inhib, DYRK1A inh, AI-2 QS modul, Platelet DG rel, HSF-1 act, HSF1 inhib, HSP90 inh, GSK3A inh, GSK3B inh, PolyA inhibitor
# Shown for `CN(C)c1nc(C(N)=O)nc(N2CCOCC2)n1` = 7, 8, -1, 1, 47, 4, 1, 0, 1, i
# Shown for `CC(C)C(NC(=O)c1c(F)cccc1F)C(=O)NCC(c1ccccc1)N(C)C` (stereo not drawn) = 10, 1, 22, -1, 0, -2, 3, 0, 2, i
# Shown for `COc1ccc(-c2csc(NC(=O)CN3C(=O)CCC3=O)n2)cc1OC` = 0, -1, 8, -2, 11, -4, -4, -2, 2, i

# Only part of the results is shown; the hit share may differ from the screen's.
